hgDAF-12 ag: H. glycines DAF-12 receptor agonists, primary screen, cell-based, luminescence, HEK293, GAL4 fusion, UAS-luciferase. Nuclear hormone receptor DAF-12 (Heterodera glycines), GAL4 fusion. HEK293 GAL4-hgDAF12 UAS-luciferase reporter, agonist luminescence; normalized to butyrate control. activation, % at 6.8 µM. hit rate 1.8% among 370,000. AID 687014, 2013;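 active = activation above a cutoff set at the mean of all screened compounds plus 3 SD, cut at about 10% in these data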;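 also: 0% = DMSO wells and 100% = sodium butyrate wells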
ssDAF12 agonist: S. stercoralis DAF-12 nuclear receptor activators, primary screen, cell-based, luminescence, HEK293, GRIP1 co-expression, lit1-tk-luc; HEK293 ssDAF-12/GRIP1 lit1-tk-luc reporter; % of 3 µM dafachronic acid response; activation, % at 6.8 µM; hit rate 1% among 370,000;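 active = activation above the mean over all tested compounds plus 3 SD, cut at about 0.9% in these data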;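 also: 0% = DMSO-only wells and 100% = 3 µM delta7-dafachronic acid wells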
DAX1 inh-1: DAX1 (NR0B1) inhibitors, primary screen, cell-based, HEK293, Gal4-DAX1, luciferase luminescence; AID 504766, 2011; hit rate 0.99% among 340,000; inhibition, % at 6.75 µM; HEK293 Gal4-DAX1 luciferase reporter;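 active = inhibition above the mean over all tested compounds plus 3 SD, cut at about 4.2% in these data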;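 also: 0% = DAX1-transfected cells with DMSO and 100% = empty-vector control cells with DMSO; inhibition shows as a rise in luminescence from relieved DAX1 repression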
SMARCA2 activ: SMARCA2 (BRM) function activators, primary screen, cell-based, luminescence, high throughput | MG213 cells, MMTV-luciferase reporter, dexamethasone, overnight | activation, % at 9.1 µM | hit rate 1% among 370,000; in the data active = activation above about 7.8%;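 also: 0% = vehicle wells and 100% = reference activator wells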
FXN GAA850 act: FXN promoter activators, primary screen, cell-based, luciferase luminescence, HEK293 lucGAA850. HEK293 lucGAA850 FXN promoter luciferase reporter, 24 h; percent of 10 µM SAHA response. activation, % at 6 µM. hit rate 0.56% among 360,000. AID 540364, 2011;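 active = activation above the average of all compounds screened plus 3 SD, cutoff fixed separately per campaign, cut at about 7.5% in these data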;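 also: 0% = DMSO wells and 100% = 10 µM SAHA wells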
hcDAF12 agonist: H. contortus DAF-12 nuclear receptor activators, primary screen, cell-based, luminescence, HEK293, lit1-tk-luc reporter; AID 652067, 2013; hit rate 1.4% among 370,000; activation, % at 6.8 µM; HEK293 hcDAF-12 lit1-tk-luc reporter; 0% DMSO, 100% Δ7-dafachronic acid;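 active = activation above the mean of all tested compounds plus 3 SD, cut at about 5.5% in these data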;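 also: 100% = response to 3 µM Δ7-dafachronic acid high control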
proKLK7 act: proKLK7 zymogen activators, primary screen, biochemical, fluorescence intensity. Kallikrein-7 (Homo sapiens), P49862. purified proKLK7, EDANS-DABCYL substrate fluorescence; 100% is mature enzyme control, 0% vehicle. activation, % at 7 µM. hit rate 0.9% among 370,000. AID 652039, 2013;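 active = activation above the mean of all tested compounds plus 3 SD, computed per campaign excluding outliers beyond control limits, cut at about 13% in these data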
sPLA2-III inh: human group III sPLA2 inhibitors, primary screen, biochemical, QFRET, BODIPY PC-A2 liposome substrate; Group 3 secretory phospholipase A2 (Homo sapiens), Q9NZ20; QFRET BODIPY PC-A2 liposome hydrolysis, fluorescence; inhibition, % at 12.2 µM; hit rate 0.56% among 370,000; AID 743126, 2013;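 active = inhibition above mean plus 3 SD of compounds lying within the high and low control bounds, cut at about 19% in these data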;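 also: 0% = median of test compound wells and 100% = no enzyme DMSO wells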
GC-B act: human GC-B receptor activators, primary screen, HEK293 GC-B cells, cGMP TR-FRET, EC30 CNP; Atrial natriuretic peptide receptor 2 (Homo sapiens), P20594; 0% at EC30 CNP, 100% saturating CNP; activation, % at 10 µM; hit rate 0.11% among 370,000;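 active = activation at 10 µM reaching about 35% in either raw or pattern-adjusted values, limit read from the data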
Target sequence (P20594 whole entry, looked up): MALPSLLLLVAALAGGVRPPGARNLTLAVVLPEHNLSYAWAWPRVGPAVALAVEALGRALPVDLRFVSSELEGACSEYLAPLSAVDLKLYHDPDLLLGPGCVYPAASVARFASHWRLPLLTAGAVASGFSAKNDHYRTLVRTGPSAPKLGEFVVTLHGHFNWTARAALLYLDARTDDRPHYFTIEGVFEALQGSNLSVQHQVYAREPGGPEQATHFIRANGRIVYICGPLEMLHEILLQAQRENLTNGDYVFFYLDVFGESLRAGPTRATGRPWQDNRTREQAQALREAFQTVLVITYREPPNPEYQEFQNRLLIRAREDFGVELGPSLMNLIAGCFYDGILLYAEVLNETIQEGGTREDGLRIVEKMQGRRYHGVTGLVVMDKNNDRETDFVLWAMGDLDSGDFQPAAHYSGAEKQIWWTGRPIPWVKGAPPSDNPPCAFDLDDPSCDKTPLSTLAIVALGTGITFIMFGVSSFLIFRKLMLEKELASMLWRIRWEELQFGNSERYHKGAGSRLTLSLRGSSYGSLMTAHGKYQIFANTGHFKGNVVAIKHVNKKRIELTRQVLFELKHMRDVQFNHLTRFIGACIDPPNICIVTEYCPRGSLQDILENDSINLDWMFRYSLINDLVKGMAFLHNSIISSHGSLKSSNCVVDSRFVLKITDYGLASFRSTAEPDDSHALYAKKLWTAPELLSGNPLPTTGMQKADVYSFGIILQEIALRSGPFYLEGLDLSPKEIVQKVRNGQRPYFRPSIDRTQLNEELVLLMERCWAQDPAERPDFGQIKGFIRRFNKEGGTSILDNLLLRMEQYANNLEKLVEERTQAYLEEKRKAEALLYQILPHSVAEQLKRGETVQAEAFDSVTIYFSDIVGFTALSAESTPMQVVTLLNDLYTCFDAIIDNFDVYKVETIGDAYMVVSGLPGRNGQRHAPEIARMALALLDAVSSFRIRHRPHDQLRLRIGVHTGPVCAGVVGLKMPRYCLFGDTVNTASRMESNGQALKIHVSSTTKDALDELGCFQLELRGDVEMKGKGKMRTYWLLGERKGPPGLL
GC-A act: GC-A stimulated cGMP production enhancers – HEK293 GC-A cells, cGMP TR-FRET, EC30 ANP, primary screen; Atrial natriuretic peptide receptor 1 (Homo sapiens), P16066; 0% at EC30 ANP, 100% saturating ANP; activation, % at 10 µM; hit rate 0.14% among 370,000; AID 1671463, 2021; in the data active = activation above about 40%
DAX1 inh-2: DAX1 (NR0B1) inhibitors on StAR promoter, primary screen, cell-based, luminescence, SF-1 (NR5A1), full-length DAX-1; HEK293T StAR-luciferase reporter, SF-1/DAX-1 repression relief; inhibition, % at 6.8 µM; AID 652010, 2013; hit rate 1.1% among 370,000;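 active = inhibition above the mean over all tested compounds plus 3 SD, cut at about 3.6% in these data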;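 also: 0% = DAX-1 cells with DMSO and 100% = cells lacking DAX-1 with DMSO; higher inhibition means more luminescence from relief of DAX-1 repression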
Starred values were filed as active, the others as inactive.

How did Cn1c(/C(C#N)=C/Nc2ccccn2)nc2ccccc21 do in these assays?
hgDAF-12 ag: 2.0; ssDAF12 agonist: -0.9; DAX1 inh-1: 0.1; SMARCA2 activ: -2; FXN GAA850 act: 0.3; hcDAF12 agonist: 0.8; proKLK7 act: 55*; sPLA2-III inh: 12; GC-B act: 1; GC-A act: 1; DAX1 inh-2: -0.7

What do the screens show for `CCCCCOc1ccccc1C(=O)NCCCCCC(=O)O`?
hgDAF-12 ag: -3.8; ssDAF12 agonist: -1.4; DAX1 inh-1: 0.9; SMARCA2 activ: 0; FXN GAA850 act: 1.6; hcDAF12 agonist: -0.5; proKLK7 act: 0.2; sPLA2-III inh: 4; GC-B act: -6; GC-A act: 1; DAX1 inh-2: 0.2

What do the screens show for `COc1ccc2cc(C(c3nnnn3C3CCCC3)N3CCOCC3)c3nnnn3c2c1` (stereo not given)?
hgDAF-12 ag: -5.2; ssDAF12 agonist: -0.3; DAX1 inh-1: -0.2; SMARCA2 activ: 1; FXN GAA850 act: -0.6; hcDAF12 agonist: -0.5; proKLK7 act: -0.7; sPLA2-III inh: 8; GC-B act: 4; GC-A act: -2; DAX1 inh-2: -0.5

What do the screens show for `Cc1ccc(NS(=O)(=O)c2ccc(C)c(NC(=S)NCCN3CCOCC3)c2)c(C)c1`?
hgDAF-12 ag: -2.7; ssDAF12 agonist: -1.5; DAX1 inh-1: -0.7; SMARCA2 activ: -4; FXN GAA850 act: 0.3; hcDAF12 agonist: -0.1; proKLK7 act: -0.8; sPLA2-III inh: 11; GC-B act: 6; GC-A act: -2; DAX1 inh-2: 0.1

How did CCCCn1c(N)c(N(CC(C)C)C(=O)CSCc2cccc(C)c2)c(=O)[nH]c1=O do in these assays?
hgDAF-12 ag: -0.9; ssDAF12 agonist: -1.3; DAX1 inh-1: 0.0; SMARCA2 activ: 1; FXN GAA850 act: -0.6; hcDAF12 agonist: -0.7; proKLK7 act: -0.5; sPLA2-III inh: 2; GC-B act: 1; GC-A act: 0; DAX1 inh-2: 0.9

How did CCOc1cc(CNCCO)ccc1OCC(=O)NC(C)(C)C do in these assays?
hgDAF-12 ag: -0.8; ssDAF12 agonist: -0.3; SMARCA2 activ: -1; FXN GAA850 act: 1.6; hcDAF12 agonist: -0.8; proKLK7 act: -1.1; sPLA2-III inh: 0; GC-B act: 3; GC-A act: 1; DAX1 inh-2: 0.1

How did Cc1ccc(N2C(=O)[C@@H]3[C@H](C2=O)[C@H]2C=CC=NN2[C@@H]3C(=O)Nc2ccc(Cl)cc2)cc1 do in these assays?
hgDAF-12 ag: 0.8; ssDAF12 agonist: -0.6; DAX1 inh-1: 0.0; SMARCA2 activ: 0; FXN GAA850 act: 1.4; hcDAF12 agonist: 2.8; proKLK7 act: 0.3; sPLA2-III inh: -23; GC-B act: -6; GC-A act: -1; DAX1 inh-2: 0.6

Results for CCC(C)Nc1nc(N)c([N+](=O)[O-])c(NCc2ccccc2)n1 (stereo not given) ?
hgDAF-12 ag: -7.6; ssDAF12 agonist: -1.7; DAX1 inh-1: 0.2; SMARCA2 activ: -2; FXN GAA850 act: 4.5; hcDAF12 agonist: -4.2; proKLK7 act: -0.7; sPLA2-III inh: 2; GC-B act: 11; GC-A act: 3; DAX1 inh-2: -0.4

Results for O=C(C1CCCN(Cc2cccnc2)C1)N1CCCCC1 (stereo not given) ?
hgDAF-12 ag: 0.6; ssDAF12 agonist: -1.4; DAX1 inh-1: 1.1; SMARCA2 activ: 1; FXN GAA850 act: -1.1; hcDAF12 agonist: 1.9; proKLK7 act: -0.7; sPLA2-III inh: 5; GC-B act: 7; GC-A act: 4; DAX1 inh-2: 0.3

How did Cc1nnc(NC(=O)CCC(=O)NC2CCCCCCC2)s1 do in these assays?
hgDAF-12 ag: -0.2; ssDAF12 agonist: -0.6; DAX1 inh-1: 0.7; SMARCA2 activ: 0; FXN GAA850 act: 0.4; hcDAF12 agonist: 1.3; proKLK7 act: -0.3; sPLA2-III inh: 1; GC-B act: -5; GC-A act: 2; DAX1 inh-2: 0.0

Results for CCCc1nc(SCC(=O)Nc2nnc(CC)s2)c2c(C)c(C)sc2n1 ?
hgDAF-12 ag: -1.1; ssDAF12 agonist: -1.3; DAX1 inh-1: -0.9; SMARCA2 activ: -3; FXN GAA850 act: 0.8; hcDAF12 agonist: -0.6; proKLK7 act: -0.1; sPLA2-III inh: -2; GC-B act: 0; GC-A act: -3; DAX1 inh-2: 0.6

How did COC(=O)c1sc(NC(=O)C(C)c2ccccc2)nc1C (stereo not given) do in these assays?
hgDAF-12 ag: 0.5; ssDAF12 agonist: -1.8; DAX1 inh-1: -1.5; SMARCA2 activ: -3; FXN GAA850 act: 3.1; hcDAF12 agonist: -1.9; proKLK7 act: -0.5; sPLA2-III inh: -7; GC-B act: 3; GC-A act: 0; DAX1 inh-2: -0.5

How did COc1cc(OC)c(C#N)c(S(=O)Cc2ccccc2)c1 (stereo not given) do in these assays?
hgDAF-12 ag: 1.6; ssDAF12 agonist: -1.1; DAX1 inh-1: -0.4; SMARCA2 activ: -4; FXN GAA850 act: -1.1; hcDAF12 agonist: -1.2; proKLK7 act: 0.1; sPLA2-III inh: 4; GC-B act: 1; GC-A act: 2; DAX1 inh-2: -0.2

Results for c1nc2sc3c(c2c2nnnn12)CCC3 ?
hgDAF-12 ag: 4.5; ssDAF12 agonist: -1.7; DAX1 inh-1: 0.7; SMARCA2 activ: -3; FXN GAA850 act: -0.1; hcDAF12 agonist: -1.0; proKLK7 act: -2.7; sPLA2-III inh: 0; GC-B act: 7; GC-A act: 8; DAX1 inh-2: -0.7

How did CC1CCCC(C)N1/N=C/C=C/c1ccccc1[N+](=O)[O-] (stereo not given) do in these assays?
hgDAF-12 ag: 5.1; ssDAF12 agonist: 0.2; DAX1 inh-1: -0.5; SMARCA2 activ: -2; FXN GAA850 act: 1.9; hcDAF12 agonist: 3.7; proKLK7 act: 0.1; sPLA2-III inh: 10; GC-B act: 3; GC-A act: 3; DAX1 inh-2: 1.9

What do the screens show for `Fc1cc(F)c2nc(N3CCCCC3)sc2c1`?
hgDAF-12 ag: 7.6; ssDAF12 agonist: -0.9; DAX1 inh-1: 0.3; SMARCA2 activ: 5; FXN GAA850 act: 5.9; hcDAF12 agonist: 0.6; proKLK7 act: -0.1; sPLA2-III inh: 0; GC-B act: 1; GC-A act: 2; DAX1 inh-2: 0.6

What do the screens show for `C/C(=N\O)c1noc(C)c1C(=O)Nc1nccs1`?
hgDAF-12 ag: 2.1; ssDAF12 agonist: -0.7; DAX1 inh-1: 0.7; SMARCA2 activ: -1; FXN GAA850 act: 0.7; hcDAF12 agonist: -1.7; proKLK7 act: -0.1; sPLA2-III inh: -7; GC-B act: -6; GC-A act: 1; DAX1 inh-2: -0.2

Results for CN(C(=O)Cn1nc(C(=O)O)c2ccccc2c1=O)C1(C#N)CCCCC1 ?
hgDAF-12 ag: 3.1; ssDAF12 agonist: -1.2; DAX1 inh-1: 1.1; SMARCA2 activ: 1; FXN GAA850 act: 0.9; hcDAF12 agonist: 0.2; proKLK7 act: 0.0; sPLA2-III inh: -5; GC-B act: 4; GC-A act: -2; DAX1 inh-2: -0.4

What do the screens show for `COCCN(C(=O)CNC(=O)c1ccco1)C(C(=O)NC1CCCC1)c1ccccc1F` (stereo not given)?
hgDAF-12 ag: -1.7; ssDAF12 agonist: -1.4; DAX1 inh-1: 2.0; SMARCA2 activ: 3; FXN GAA850 act: 0.1; hcDAF12 agonist: 1.0; proKLK7 act: 0.2; sPLA2-III inh: 2; GC-B act: 2; GC-A act: 2; DAX1 inh-2: -0.1

Results for CN(C(=O)C1CCC(CNS(=O)(=O)c2cccc3cccnc23)CC1)C1CCCCC1 (stereo not given) ?
hgDAF-12 ag: -2.2; ssDAF12 agonist: -1.5; DAX1 inh-1: -0.6; SMARCA2 activ: -3; FXN GAA850 act: 0.6; hcDAF12 agonist: -2.1; proKLK7 act: 0.7; sPLA2-III inh: -8; GC-B act: -1; GC-A act: 5; DAX1 inh-2: -4.9

How did CCCc1ncc(CN2CCCCC2C(=O)Nc2ccc(Oc3ccccc3)nc2)cn1 (stereo not given) do in these assays?
hgDAF-12 ag: -0.8; ssDAF12 agonist: -1.9; DAX1 inh-1: -0.1; SMARCA2 activ: -2; FXN GAA850 act: -1.2; hcDAF12 agonist: -2.2; proKLK7 act: -0.5; sPLA2-III inh: -5; GC-B act: -3; GC-A act: 2; DAX1 inh-2: -1.8

What do the screens show for `CCOc1ccccc1Nc1nnc(C)c(=O)[nH]1`?
hgDAF-12 ag: -1.4; ssDAF12 agonist: -0.8; DAX1 inh-1: -1.6; SMARCA2 activ: 1; FXN GAA850 act: -0.1; hcDAF12 agonist: -2.1; proKLK7 act: 0.1; sPLA2-III inh: 3; GC-B act: -6; GC-A act: 2; DAX1 inh-2: -0.4

What do the screens show for `O=C(O)CSCC(=O)N1CCN(c2cc(C(F)(F)F)nc3ccccc23)CC1`?
hgDAF-12 ag: -0.6; ssDAF12 agonist: -1.6; DAX1 inh-1: 2.3; SMARCA2 activ: 3; FXN GAA850 act: 0.5; hcDAF12 agonist: -2.0; proKLK7 act: -0.2; sPLA2-III inh: 1; GC-B act: 1; GC-A act: 1; DAX1 inh-2: -0.3

What do the screens show for `CCCNC(=O)C1(C)CCCN(Cc2ccccc2Cl)C1` (stereo not given)?
hgDAF-12 ag: -1.6; ssDAF12 agonist: -1.4; SMARCA2 activ: -1; FXN GAA850 act: -0.3; hcDAF12 agonist: -1.9; proKLK7 act: 0.2; sPLA2-III inh: 6; GC-B act: 1; GC-A act: 1; DAX1 inh-2: 0.8
